Source: PubChem
FN deposit inh – inhibitors of fibronectin matrix deposition, primary screen, AH1F cells, Alexa488-fibronectin fluorescence, plate reader; AH1F fibroblasts, overnight; inhibition, % at 12.6 µM; hit rate 0.086% among 350,000; AID 743247, 2014;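 active = mean inhibition across replicates of 30% or more, regardless of how many single replicates reach that level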;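 also: positive control wells lacked labelled fibronectin entirely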
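Material: AH1F fibroblast monolayer depositing Alexa488-labelled fibronectin into matrix | Input: 10000 AH1F cells/well | Medium: DMEM plus 2% serum, read in PBS | Reagent: Alexa488-fibronectin, 24 nM final in well | Compound dosing: One dose per compound, pinned | Schedule: 1 h adhesion, overnight exposure | Measured by: Fluorescence at 485 nm excitation, 525 nm emission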
Active calls of the source: *.

structure | FN deposit inh
O=C(Cn1cc[n+](CC(=O)c2ccccc2)c1)c1ccccc1 | 4
C[C@H]1CC=CC[C@@H](c2ccccc2)NC(=O)[C@H](C)N(C)C(=O)c2ccccc2O1 (mixture of isomers) | -4
C[C@@H]1CN(C)C(=O)Cc2cc(N(C)C)ccc2O[C@@H]1CN(C)C(=O)OC(C)(C)C | 0
C[C@H]1CN(C)C(=O)c2cccc(N)c2O[C@H]1CN(C)C(=O)OC(C)(C)C | 0
CC(C)NC(=O)N1[C@@H]2CN(CC(F)(F)F)C[C@H]1C2c1ccc(Br)cc1 (some centres undefined) | -2
O=C(Nc1cccnc1)c1coc(=O)c2ccccc12 | -18
COc1ccc2c3c([nH]c2c1)[C@@H](CO)N(C(=O)c1ccc(F)cc1)CC31CCN(Cc2cccnc2)CC1 | 7
O=C(c1ccccn1)N1[C@@H](CO)[C@@H](c2ccccc2)C12CN(Cc1ccccc1F)C2 | 3
COc1ccc(-c2cc(C(F)(F)F)nc(-n3cncn3)n2)cc1 | -10
CCCCn1nnnc1SCC(=O)Nc1cccc(C)n1 | 1
N#CC1=C(N)S[C@@H](C(=O)c2ccc(F)cc2)[C@@H]1c1cccs1 | -3
CCc1nnc(SCC(=O)N2CCCc3ccccc32)nc1CC | -2
CC(C)NC(=O)N(C)C[C@H]1Oc2c(cccc2N(C)C)C(=O)N(C)C[C@H]1C | 1
CS(=O)(=O)N(CC(=O)NCc1ccncc1)c1cc(Cl)cc(Cl)c1 | -13
Cc1ccc(O/C=C2\OC(=O)c3ccccc32)cc1 | 2
COc1cccc(CC(NC(C)=O)C(=O)NC2CCN(c3nc(C)cc(C)c3C#N)CC2)c1OC (centres undefined) | -5
O=C(Nc1ccc2nsnc2c1)c1cccs1 | -1
Cc1ccc(N(CC(=O)N2CCc3ccccc32)S(=O)(=O)c2cccs2)cc1 | -2
CC(=O)Nc1ccc2c(c1)C(=O)N(C)C[C@@H](C)[C@H](CN(C)C(C)=O)O2 | 4
CC(C)CN(CC(C)C)C(=O)C12CCC(C)(C(=O)O1)C2(C)C (centres undefined) | 14
Nc1cc(C(=O)OCC(=O)NCC2CCCO2)ccc1Cl (centres undefined) | 2
C1CCN=C(Nc2nn[nH]n2)CC1 | 1
O=C(O)CCCC(=O)NCCc1cccc(Cl)c1 | 17
Cc1ccc(S(=O)(=O)N(C)C[C@@H]2Oc3c(NC(=O)Nc4cccc5ccccc45)cccc3C(=O)N([C@H](C)CO)C[C@@H]2C)cc1 | -127
COc1ccc(-c2noc(-c3ccco3)n2)cc1OC | 3

Given with each value named: part of the list above
Structure: CCCCn1nnnc1SCC(=O)Nc1cccc(C)n1
- FN deposit inh: 1

Structure: N#CC1=C(N)S[C@@H](C(=O)c2ccc(F)cc2)[C@@H]1c1cccs1
- FN deposit inh: -3

Structure: CCc1nnc(SCC(=O)N2CCCc3ccccc32)nc1CC
- FN deposit inh: -2

Structure: CC(C)NC(=O)N(C)C[C@H]1Oc2c(cccc2N(C)C)C(=O)N(C)C[C@H]1C
- FN deposit inh: 1

Next section
structure | FN deposit inh
O=C(CCS(=O)(=O)c1ccc(Br)s1)N1CCc2ccccc21 | -7
Cn1c(=O)n(C)c2cc([N+](=O)[O-])c(N3CCN(S(=O)(=O)c4ccc(C(C)(C)C)cc4)CC3)cc21 | 2
COc1ccc(OC)c(NC(=S)NN2CCN(C)CC2)c1 | -2
Brc1ccc(-c2ccc(/C=N/Nc3nncc(-c4ccccc4)n3)o2)cc1 | 2
Cc1ccc(C(=O)/C=C/c2ccc(Br)cc2)o1 | -12
CCC(Sc1n[nH]c(=O)[nH]c1=O)C(=O)OCc1ccccc1 (centres undefined) | -8
O=C(O)CN1C(=O)CC(Cc2ccccc2)C1=O (centres undefined) | 7
Fc1ccc(CNc2nc(-c3ccco3)cc(C(F)(F)F)n2)cc1 | 9
CSc1ccccc1C(=O)Nc1cccc(C)c1 | -5
C=CCOc1ccc(C2C(C(=O)c3cccs3)=C(O)C(=O)N2c2nnc(C)s2)cc1 (centres undefined) | 5
CCN1C(c2ccccc2)=C(c2ccccc2)S/C1=C/C=C1\SC(=S)N(C)C1=O | -6
CCn1cc(CNC(=O)CCSc2nc(-c3ccco3)cc(C(F)(F)F)n2)cn1 | 8
COC(=O)C1=C(C)N(c2cccc(Cl)c2)C(=O)C1 | -4
CC(=O)Nc1ccc2c(c1)CC(=O)N(C)C[C@@H](C)[C@@H](CN(C)C(=O)OC(C)(C)C)O2 | 8
CO[C@H]1CN(C)C(=O)c2ccc(NS(=O)(=O)C3CCCCC3)cc2OC[C@@H](C)NC[C@@H]1C | 6
CNC[C@H]1Oc2ncccc2C(=O)N(C)C[C@@H]1C | 4
CCOc1nc(-c2ccccc2)ccc1-c1noc(-c2ccco2)n1 | 25
O=C1CN(Cc2ccccc2)C(=NCc2ccco2)S1 | 1
CC(C)OC(=O)CSc1nnc(Cc2ccccc2)n1CC1CCCO1 (centres undefined) | 3
Cc1cc(NC(=O)COC(=O)c2cc3c(s2)CCC(C)C3)no1 (centres undefined) | 7
CC(C)[C@@H]1CCc2cnnn2COC[C@H](Cc2ccccc2)NC1=O | -29
c1ccc(-c2csc3ncnc(NCCN4CCOCC4)c23)cc1 | 10
Cc1cccc(N2CCN(C(=O)c3ccc(Cl)c(S(=O)(=O)NCc4ccco4)c3)CC2)c1C | 0
Cn1cc(Br)c(C(=O)NC2C3CC4CC(C3)CC2C4)n1 (centres undefined) | -7
CCC(C)NC(=O)CSC1=Nc2ccccc2C2=NC(c3ccccc3)C(=O)N12 (centres undefined) | 7

(continued)
structure | FN deposit inh
O=C(NCC1CCCO1)c1ccc2c(=O)n(Cc3ccco3)c(SCC(=O)N3CCCC3)nc2c1 (centres undefined) | -17
O=C1CCCn2cc(nn2)COCCN1 | -1
O=C(CCn1c(=O)[nH]c2ccccc2c1=O)Nc1ccccc1 | 2
C[N+]1(CCCCCCC(=O)/C=N/O)CCCCCC1 | -2
C[C@H](CO)N1C[C@H](C)[C@@H](CN(C)Cc2ccc(F)cc2)OCc2ccccc2-c2c(n(C)c3ccccc23)C1=O | -4
O=C(Oc1ccc(N(Cc2cccs2)C2=NS(=O)(=O)c3ccccc32)cc1)c1ccc(Cl)cc1 | -3
Cc1nn(C(C)C(=O)NCCCc2ccccc2)c(=O)c2cc3occc3n12 (centres undefined) | -4
O=C(NCCCCCNC(=O)c1cccnc1)c1cccnc1 | 0
COC(=O)c1cc2ccccc2oc1=O | 3
Cc1ccc(S(=O)(=O)N(C)CC(=O)N2CCCc3ccccc32)cc1 | -8
COc1ccccc1-n1c(SCC(=O)Nc2ccc3c(c2)OCO3)nc2c(c1=O)SCC2 | -1
NS(=O)(=O)c1ccc2c(c1)C1C=CCC1C(C1CC=CCC1)N2 (centres undefined) | -2
COc1ccc2c(c1)c(C(O)CN1CCC(Cc3ccccc3)CC1)c(C)n2C (centres undefined) | 2
COc1ccc(N(CC(=O)NCC2CCCO2)S(=O)(=O)c2c(C)noc2C)cc1 (centres undefined) | -14
CC[C@@H]1C/C=C\C[C@H](c2ccc(F)cc2)NC(=O)CCC(=O)N1 | -7
CNC[C@H]1Oc2ccc(NS(C)(=O)=O)cc2C(=O)N(C)C[C@@H]1C | 4
COC(=O)Cc1cc(=O)n2[nH]c(C)nc2n1 | 5
COC(=O)c1cn(NC(=O)c2cccnc2)c(=O)c2ccccc12 | -5
CCCc1nnc(NC(=O)c2c(O)c3c([nH]c2=O)CCCC3)s1 | 9
O=C(c1cccs1)N(Cc1ccco1)Cc1cc2ccccc2[nH]c1=O | -1
COCCCn1c(SCC(=O)Nc2ccccc2)nnc1-c1ccncc1 | 1
O=C(Oc1ccccc1C(=O)N1CCOCC1)c1ccc(Br)cc1 | -7
O=C(CN1CCC(Cc2ccccc2)CC1)Nc1ccc2c(c1)OCCO2 | -1
COC(=O)CC1SC(=O)NC1=Nc1ccccc1 (centres undefined) | 7
Cc1ccc(NC(=O)CN2CCC(C(=O)c3ccc4c(c3)OCCO4)CC2)cc1 | -1

A draw from above in order of SMILES length, smallest number first:
structure | FN deposit inh
COC(=O)c1cc2ccccc2oc1=O | 3
C[N+]1(CCCCCCC(=O)/C=N/O)CCCCCC1 | -2
O=C(CCn1c(=O)[nH]c2ccccc2c1=O)Nc1ccccc1 | 2
COc1ccc(N(CC(=O)NCC2CCCO2)S(=O)(=O)c2c(C)noc2C)cc1 (centres undefined) | -14

Gathered by group: the compounds so far containing a tert-butyl group (4)
structure | FN deposit inh
C[C@@H]1CN(C)C(=O)Cc2cc(N(C)C)ccc2O[C@@H]1CN(C)C(=O)OC(C)(C)C | 0
C[C@H]1CN(C)C(=O)c2cccc(N)c2O[C@H]1CN(C)C(=O)OC(C)(C)C | 0
Cn1c(=O)n(C)c2cc([N+](=O)[O-])c(N3CCN(S(=O)(=O)c4ccc(C(C)(C)C)cc4)CC3)cc21 | 2
CC(=O)Nc1ccc2c(c1)CC(=O)N(C)C[C@@H](C)[C@@H](CN(C)C(=O)OC(C)(C)C)O2 | 8

Next compounds
structure | FN deposit inh
Cc1ccccc1OCC(=O)Nc1ccc(N2CCN(C(=O)C(C)C)CC2)c(Cl)c1 | -16
COC(=O)c1ccc(-c2ccco2)n1Cc1cc(C)ccc1C | -7
C[C@H]1CN(C)C(=O)Cc2ccccc2O[C@@H]1CN(C)S(C)(=O)=O | -11
Cc1c(C)n(C(=O)CSc2nc3ccccc3[nH]2)c2ccccc12 | 1
CCOC(=O)C(NC(C)=O)(NS(=O)(=O)c1ccccc1)C(F)(F)F (centres undefined) | 14
CC1CCN(CCc2nc3cc(NS(=O)(=O)c4ccc(F)cc4)ccc3n2C)CC1 | -1
C[C@H]1CC(=O)NCC/C=C\C[C@H](c2ccc3c(c2)OCO3)NC1=O | -1
CC1CN(S(=O)(=O)c2ccccc2)C(C)CN1S(=O)(=O)c1ccccc1 (centres undefined) | 0
Cc1ccc2nc(CSc3nnc(-c4ccco4)o3)cc(=O)n2c1 | -1
O=C(/C=C/c1ccccc1)c1ccc2c(c1)OCCCCO2 | -1
COc1ccc(-c2ccccc2[C@@H]2[C@@H](C#N)N(C(=O)c3cccnc3)[C@@H]2CO)cc1 | 0
C=CCOc1nc(N(C)C)nc(N(C)C)n1 | 5
O=C(N/N=C/c1ccccn1)c1ccco1 | -3
c1c(C2CCCCC2)n[nH]c1CN1CCCCC1 | -3
CCCCSc1nnc(NC(=O)CCc2ccccc2)s1 | -1
COc1ccc2nc(Sc3c([N+](=O)[O-])nc(C)n3Cc3ccccc3)[nH]c2c1 | 3
CCC(=O)Nc1c(C#N)c2nc3ccccc3nc2n1C1CCCCC1 | -6
O=C1NCCOCn2nncc2CC[C@@H]1Cc1ccc(-c2ccccc2)cc1 | 1
CC[C@H]1C/C=C\C[C@H](C(C)C)NC(=O)CCC(=O)N1 | -3
C[C@@H]1CN(C)C(=O)Cc2cc(NS(C)(=O)=O)ccc2O[C@H]1CN(C)C | -14
CCn1ncc(Br)c1C(=O)NC(C)c1ccccc1 (centres undefined) | 5
C[C@H]1CN(C)C(=O)c2cc([N+](=O)[O-])ccc2O[C@@H]1CN(C)C(=O)OC(C)(C)C | 1
CC(=O)Nc1cccc2c1O[C@H](CN(C)C(=O)NC(C)C)[C@H](C)CN(C)C2=O | -10
Cc1ccc(C(=O)N/N=C\c2cccn2C)cn1 | -9
CCS(=O)(=O)N1CC2(CN(C(=O)c3cccnc3)C2)c2c(n(C)c3cc(OC)ccc23)[C@H]1CO | -5

The results go on.
compound	FN deposit inh
CC(C)CSc1nnc(N)s1	2
CC(C)[C@@H]1COCc2cn(nn2)CC[C@H](Cc2ccc(-c3ccccc3)cc2)C(=O)N1	0
CN1CCN(C(=S)c2ccc(Cl)cc2)CC1	1
O=S(=O)(c1ccc2c(c1)OCCO2)N1CCC(c2nc3ccccc3[nH]2)CC1	-1
O=S(=O)(Cc1ccccc1)N1CC2(C1)[C@@H](c1ccccc1)[C@H](CO)N2CC1CC1	-6
NC(=O)c1cc(S(=O)(=O)NC2CCCCC2)co1	-19
CC(C)C[C@@H]1COCc2cn(nn2)CC[C@H](Cc2ccc(-c3ccccc3)cc2)C(=O)N1	-6
COc1ccccc1/C=c1\sc2nc(-c3ccccc3OC)nn2c1=O	-13
COCCCn1cnc2c(c1=O)c1nc3ccccc3nc1n2CCc1ccccc1	-33
O=C(O)/C=C\C(=O)Nc1ccc(Oc2ccccc2)cc1	-5
C[C@H]1COCn2nncc2CC[C@H](C)C(=O)N1	9
CC(=O)Nc1ccc2c(c1)C(=O)N(C)C[C@H](C)[C@@H](CN(C)C(=O)NC(C)C)O2	5
O=C1NCCOCc2cnnn2CC[C@H]1Cc1ccc(F)cc1	-1
Cc1ccc(/C=C/S(=O)(=O)N2CCC(C(=O)O)CC2)cc1	3
COC(=O)c1cc2oc3ccccc3c2n1CC(=O)N1CCCc2ccccc21	4
O=C(CSc1ccccc1)Nc1cccnc1	6
C[C@@H]1C(=O)N[C@H](c2ccccc2)CC=CC[C@H](C)Oc2ccccc2C(=O)N1C (mixture of isomers)	-1
CC(C)OC(=O)C(C)Oc1ccc(C(=O)NCCc2ccccc2)cc1 (centres undefined)	-4
CC(C)=CCSc1nnc(CCNC(=O)OC(C)(C)C)o1	13
CC(C)CC(C(=O)NCC1CCCO1)N(C(=O)Cn1nnc(-c2ccc(F)cc2)n1)c1cccc(C(F)(F)F)c1 (centres undefined)	0
C[C@H]1CCCn2nncc2COCCNC1=O	2
CN(Cc1cccs1)C(=O)COc1cccc(-n2cnnn2)c1	2
CC(C)[C@H]1COCc2cn(nn2)CC[C@@H](Cc2ccc(Cl)cc2)C(=O)N1	3
COc1cc(CNc2ccc3[nH]c(=O)[nH]c3c2)ccc1OCC(=O)NC(C)(C)C	-17
COc1ccc2c(C)cc(=O)[nH]c2c1	7
O=C(Nc1ccc(OCC(F)(F)C(F)F)c(C(F)(F)F)c1)c1ccccc1O	6
Cc1cc(C)c2c(n1)nn1c(NCCN3CCOCC3)cc(C)nc21	2
C/C(=N\NC(=O)c1cccc(S(=O)(=O)Nc2ccccc2Cl)c1)c1ccc(-n2ccnc2)cc1	3

A portion of the library. The share of hits here may be higher or lower than overall.
